Compound activity from PubChem.
CaV13 FRET inh = Primary screen for inhibitors of IQ motif and Ca2+-dependent inactivation inhibitor domain binding in CACNA1D, Förster resonance energy transfer in living cells, …; inhibition, % at 12.3 µM; HEK cells, CFP/YFP FRET ICDI-IQ, plate reader, 10 min; percent FRET-ratio fall versus neutral wells; 340,000 compounds, 0.098% hits;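 active = mean replicate inhibition of at least 30% and at least 1% of replicates passing that level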;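 note: 0% = median of the neutral control wells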
NR2E3 ag-1 = NR2E3 agonists in two-hybrid cells, primary screen, cell-based, luminescence, CHO-S, Gal4-NCOR/VP16-NR2E3. Photoreceptor-specific nuclear receptor (Homo sapiens), Q9Y5X4. luciferase. inhibition of corepressor binding, % at 3.98 µM. 360,000 compounds, 0.35% hits. AID 602229, 2012;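 active = inhibition above the mean of all tested compounds plus 3 SD, cut at about 70% in these data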;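 note: 0% = DMSO with NR2E3 transfected cells and 100% = cells lacking NR2E3 construct; higher means lower luciferase signal from less NR2E3 corepressor binding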
Target sequence (Q9Y5X4 whole entry, looked up, the tested form may be a part): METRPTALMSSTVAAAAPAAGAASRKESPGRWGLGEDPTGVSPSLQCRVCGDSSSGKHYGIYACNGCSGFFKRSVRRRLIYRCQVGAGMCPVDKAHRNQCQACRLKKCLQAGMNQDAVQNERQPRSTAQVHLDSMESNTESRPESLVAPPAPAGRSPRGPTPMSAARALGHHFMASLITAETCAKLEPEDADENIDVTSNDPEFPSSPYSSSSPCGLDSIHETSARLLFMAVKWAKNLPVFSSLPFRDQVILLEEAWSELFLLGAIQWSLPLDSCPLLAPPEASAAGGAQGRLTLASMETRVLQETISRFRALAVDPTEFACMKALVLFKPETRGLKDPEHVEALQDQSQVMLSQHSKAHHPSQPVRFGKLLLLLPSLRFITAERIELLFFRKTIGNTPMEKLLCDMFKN
PDI inh = inhibitors of human PDI, primary screen, biochemical, turbidity, single point, plate reader; AID 588391, 2011; 350,000 compounds, 0.052% hits; inhibition, % at 10 µM; Protein disulfide-isomerase (Homo sapiens), P07237; PDI insulin aggregation turbidity, A650, 90 min;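 active = mean inhibition across replicates of 30% or more, whatever share of single replicates reach that level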;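 note: absorbance from insulin aggregation driven by PDI reduction with DTT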
Target sequence (P07237 whole entry, looked up): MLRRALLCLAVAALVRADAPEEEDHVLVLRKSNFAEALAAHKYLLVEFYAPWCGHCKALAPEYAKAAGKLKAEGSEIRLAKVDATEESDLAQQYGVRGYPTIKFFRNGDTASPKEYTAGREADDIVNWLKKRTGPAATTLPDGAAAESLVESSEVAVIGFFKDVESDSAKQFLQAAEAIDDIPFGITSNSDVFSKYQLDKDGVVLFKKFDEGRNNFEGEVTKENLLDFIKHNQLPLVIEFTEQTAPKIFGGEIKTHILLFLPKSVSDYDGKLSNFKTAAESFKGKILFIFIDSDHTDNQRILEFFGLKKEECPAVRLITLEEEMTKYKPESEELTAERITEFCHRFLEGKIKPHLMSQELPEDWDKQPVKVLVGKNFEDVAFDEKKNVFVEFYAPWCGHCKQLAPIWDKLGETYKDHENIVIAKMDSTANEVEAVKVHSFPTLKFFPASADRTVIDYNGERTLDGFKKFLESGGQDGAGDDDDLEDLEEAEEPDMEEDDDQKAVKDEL
CF NFkB inh = inhibitors of PAF-induced NF-kB signaling, primary screen, cell-based, GFP fluorescence, uHTS. KKLEB NF-kB-GFP reporter, GFP fluorescence overnight. 360,000 compounds, 0.86% hits. inhibition, % at 5 µM. AID 588850, 2011;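 active = at least 50% inhibition at 5 µM, scaled per plate between neutral and stimulator controls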;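 note: PAF is a Pseudomonas aeruginosa culture filtrate used as stimulus; plate controls were PAF-stimulated DMSO wells for no effect and unstimulated DMSO wells for full effect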
TRPM1 prom inh = inhibitors of MITF-dependent TRPM1 promoter reporter, primary screen, cell-based, SK-MEL-5, single point, luciferase | AID 488899, 2010 | SK-MEL-5 TRPM1 promoter luciferase, 24 h | 330,000 compounds, 0.83% hits | inhibition, % at 12.5 µM;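 active = mean inhibition across replicates of 60% or more, whatever share of single replicates reaches that level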; note: values of inactives mirror those of a sister screen read the other way
KKLEB tox = cytotoxicity in KKLEB CF airway cells, primary screen, cytotoxicity control for CF NF-kB inhibitor project, cell-based, uHTS, fluorescence assay plates; KKLEB CF airway cells viability, ATPlite luminescence, overnight; stronger effect = lower value; cells stimulated with P. aeruginosa culture filtrate; activity change (cytotoxicity), % at 5 µM; 360,000 compounds, 0.36% hits;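 active = corrected activity change at or below -50% at 5 µM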
HIF-2a inh = HIF-2a reporter inhibitors, primary screen, luminescence, 786-0 RCC cells; 786-0 RCC cells HIF-2a reporter, luciferase luminescence, overnight; inhibition, % at 18.8 µM; 360,000 compounds, 0.72% hits; AID 624352, 2012;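 active = inhibition of the luminescence signal of 40% or more relative to plate controls, in a single-dose primary screen at 18.75 µM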
Vif imaging = HIV Vif self-association inhibitors, primary screen, imaging, HEK293T, single point. HEK293T cells, Vif self-association by quenched fluorescence, 24 h. AID 602346, 2012. 340,000 compounds, 0.35% hits. inhibition, % at 7.49 µM; in the data active = inhibition above about 50%, passing the limit was not always enough; note: some results filed as inactive read as strong as hits
Peg3 prom inh = Peg3 promoter-driven luciferase inhibitors, primary screen, cell-based, HeLa, luciferase luminescence; HeLa PEG-Prom luciferase reporter, overnight; inhibition, % at 20 µM; AID 588405, 2011; 360,000 compounds, 1.7% hits;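 active = inhibition of at least 50% at 20 µM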
Shn3 inh set2 = reduction of Shn3 3'UTR firefly luciferase signal, primary screen, Schnurri-3 inhibitor project, cell-based, Clone20 osteoblasts, set 2; AID 588674, 2011; inhibition, % at 12.5 µM; 360,000 compounds, 0.52% hits; Clone20 osteoblast Shn3 3'UTR firefly luciferase, 24 h;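 active = mean inhibition of at least 75% with every replicate also reaching 75%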;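 note: 0% = median of neutral control wells and 100% = pilot-screen positive control compound; some compounds past the cut are filed as inactive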
NR2E3 ag-2 = inhibitors of NR2E3-RetCOR corepressor binding, primary screen, NR2E3 agonist project, biochemical, TR-FRET, GST-NR2E3, biotin-RetCOR | AID 2300, 2010 | inhibition of corepressor binding, % at 4.78 µM | Photoreceptor-specific nuclear receptor (Homo sapiens), Q9Y5X4 | 320,000 compounds, 0.12% hits | 1536-well;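 active = percent inhibition above the cutoff of mean plus 3 SD of all tested compounds, set per screening campaign, cut at about 20% in these data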;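 note: 0% = DMSO wells and 100% = biotin wells as full block of FRET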
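System: GST-tagged NR2E3 plus biotinylated RetCOR corepressor; Buffer or medium: pH 7.5 Tris-based buffer; Probe or stimulus: RetCOR corepressor, biotinylated, 7 nM; Doses: compound at 4.8 µM, single dose; Schedule: 5 h incubation at 4 °C; Technique: time-resolved FRET; Evaluation: percent inhibition of TR-FRET ratio; Replication: one well per compound, singlicate testing.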
Numbers without * were called inactive; nt = no result given.

entry | SMILES | CaV13 FRET inh | NR2E3 ag-1 | PDI inh | CF NFkB inh | TRPM1 prom inh | KKLEB tox | HIF-2a inh | Vif imaging | Peg3 prom inh | Shn3 inh set2 | NR2E3 ag-2
1 | CC1CCC(NC(=O)CCCCn2c(=O)[nH]c3ccsc3c2=O)CC1 (configuration not stated) | 4.6 | -15.0 | -5.1 | 17.0 | 8.7 | -9.0 | 4.9 | 7.6 | 6.2 | 10.5 | -0.5
2 | COc1cc(C(=O)NNC(=O)COc2ccc(C)cc2)ccc1OCC(=O)N1CCOCC1 | -6.0 | 1.8 | 9.6 | 15.8 | 4.1 | -4.3 | 8.1 | -8.4 | -0.4 | -0.4 | 5.5
3 | COC(=O)c1c(C(=O)OC)c(-c2cccc(Cl)c2)n2c1CS(=O)C2 (configuration not stated) | -5.0 | -13.4 | -3.9 | -10.3 | 1.2 | 2.5 | 15.2 | -5.8 | 1.1 | -1.4 | 4.5
4 | COc1ccc(C(C(=O)Nc2ccc(C(C)C)cc2)N(C)C(=O)CNC(C)=O)cc1 (configuration not stated) | -4.6 | 13.5 | -2.4 | -5.1 | -6.4 | 3.5 | 13.5 | 6.4 | 6.5 | 8.8 | -2.9
5 | COc1ccc(-c2cn(Cc3ccc4c(c3)C(=O)c3ccccc3C4=O)nn2)cc1 | -6.5 | -3.0 | -5.0 | 1.9 | -10.5 | 3.7 | -2.1 | 8.2 | -4.5 | 17.7 | 0.4
6 | CN(C)CCNC(=O)c1cccc(-c2cnc3c(NC=O)cc(-c4ccccc4F)cn23)c1 | -5.4 | -21.7 | -8.4 | 0.2 | nt | 8.6 | -27.8 | 6.2 | 95.5* | -6.7 | nt
7 | O=C1COc2ccc(NC(=O)c3ccccc3C(=O)O)cc2N1 | -5.9 | -27.1 | 5.5 | 2.4 | -6.4 | 5.1 | 8.2 | -2.3 | -9.6 | 2.1 | 0.2
8 | CC(CCc1ccco1)NC(=O)Cn1ncc2c1-c1ccccc1OC2 (configuration not stated) | -6.7 | 7.6 | 0.8 | 9.7 | nt | -4.5 | 10.6 | nt | 7.7 | -18.4 | -1.5
9 | CC(C)NC(=O)CC(=O)N/N=C/c1ccc(F)cc1 | -12.1 | 0.3 | 1.7 | 1.3 | 4.5 | 1.2 | 7.0 | 4.2 | 10.2 | -1.1 | 2.9
10 | C/C(N)=N\S(=O)(=O)c1ccc(Cl)cc1 | -8.9 | 14.4 | 3.5 | 4.5 | -5.8 | -8.9 | -9.9 | 7.3 | 18.9 | -13.8 | 3.6
11 | O=C(N/N=C/c1ccncc1)c1cc(C2CC2)nc2ccccc12 | nt | -16.8 | 5.4 | -7.4 | 3.9 | 3.2 | 20.6 | 8.3 | 15.5 | 13.4 | -0.3
12 | CCOc1ccc(CCNC(=O)c2ccc(CNS(=O)(=O)c3ccccc3)cc2)cc1OCC | -4.8 | -25.4 | 10.6 | -5.6 | 19.6 | -9.1 | 17.7 | -6.4 | 15.7 | 9.8 | 0.1
13 | O=C1CSC(c2ccc(Cl)cc2)N1Nc1nc(N2CCOCC2)nc(N2CCOCC2)n1 (configuration not stated) | -4.6 | 21.1 | 4.5 | -5.4 | 5.8 | 0.7 | 20.8 | 16.2 | 20.0 | 3.8 | -0.9
14 | C#CCOCCOCCOCCNc1nc(N2CCN(C(=O)[C@H](CCCN=C(N)N)n3cc(C(N)[C@@H](C)CC)nn3)CC2)nc(N2CCN(C(=O)[C@H](CCC(=O)O)n3cc([C@@H](N)CO)nn3)CC2)n1 (some centres not stated) | -5.1 | -5.7 | 2.4 | -5.0 | -0.5 | 4.7 | 6.3 | nt | -21.0 | -6.0 | nt
15 | C=C(C)COc1ccc2c(C)c(CCC(=O)N3C[C@H]4C[C@@H](C3)c3cccc(=O)n3C4)c(=O)oc2c1 | nt | 11.3 | nt | 1.0 | 11.3 | 4.5 | 14.2 | 10.1 | 4.4 | 9.5 | -1.0
16 | Cc1ccc(F)cc1C(=O)N1CCCCC1c1cc(C(=O)Nc2ccc(F)c(Cl)c2)no1 (configuration not stated) | -5.6 | 21.2 | -3.7 | 1.8 | nt | -14.4 | 2.0 | -7.5 | 11.3 | 11.6 | nt
17 | CC(C)c1ccc(NS(=O)(=O)c2ccc(Cl)nc2)cc1 | -5.6 | 12.3 | 0.1 | -24.4 | -3.2 | 9.5 | 7.8 | -3.4 | 0.7 | 0.1 | -0.1
18 | Clc1ccc(-n2nnnc2SCc2c(-c3ccccc3)nc3sccn23)cc1 | -3.4 | 7.4 | -1.1 | -2.8 | -4.0 | -18.5 | -5.0 | -23.3 | -24.7 | 8.9 | 2.4
19 | N=C1/C(=C\c2coc3ccccc3c2=O)C(=O)N=C2SC=CN12 | -174.8 | -45.8 | -2.7 | -13.3 | 20.8 | -4.1 | 3.8 | 1.3 | 2.0 | 1.1 | -2.3
20 | COc1cc2c(cc1OC)CN(C(=O)COc1ccc(C#N)cc1)CC2 | -1.7 | 8.6 | -2.7 | 3.5 | 2.4 | -7.9 | 9.2 | -5.2 | 14.1 | 3.9 | 1.1
21 | Clc1ccccc1NN(Cc1ccncc1)c1ccccc1Cl | -6.2 | -5.7 | -1.8 | 30.4 | nt | -1.1 | 15.3 | nt | 32.6 | -1.9 | nt
22 | COc1ccc(S(=O)(=O)N2CCOCC2)cc1NC(=O)CCc1cc(OC)c(OC)c(OC)c1 | -5.7 | -36.3 | -1.0 | 1.8 | -2.9 | 1.8 | -0.5 | -1.1 | -3.7 | -10.0 | 3.8
23 | COC(=O)c1c(NC(=O)CN2C(=O)NC3(CCc4ccccc4C3)C2=O)sc2c1CCCCC2 (configuration not stated) | 0.6 | -18.5 | -6.5 | 4.0 | 1.6 | -7.1 | 12.8 | 1.4 | 13.1 | 12.5 | 1.8
24 | C/C=C(\C)C(=O)O[C@H](c1cc2ccc(=O)oc2cc1OC)[C@@H](O)C(C)(C)O | -5.1 | -26.8 | -1.3 | -3.0 | nt | -13.1 | 14.0 | -2.4 | 6.7 | 7.4 | -1.8
25 | CCOC(=O)CSc1nc(C)cc(C)n1 | nt | 14.5 | 2.4 | 0.1 | -9.0 | 18.6 | 5.8 | nt | -0.2 | -29.3 | 0.3
26 | CCOC(=O)c1ccc(NC(=O)c2nc[nH]c2C(=O)NCCCNC(=O)c2[nH]cnc2C(=O)Nc2ccc(C(=O)OCC)cc2)cc1 | -10.1 | 8.4 | 6.6 | -0.9 | -5.6 | 3.3 | 8.4 | -6.0 | 12.6 | 13.5 | 0.5
27 | Cn1c(CC2C(=O)Nc3ccc(Br)cc32)nc2ccccc2c1=O (configuration not stated) | -6.7 | -7.2 | -2.4 | 33.2 | 5.0 | 2.8 | 2.0 | -0.4 | 7.9 | -28.3 | 2.9
28 | COc1cc(-c2noc(CCC(=O)NC3CCCC3)n2)cc(OC)c1OC | -7.2 | -13.9 | 12.2 | -15.2 | 5.4 | -2.3 | 5.8 | -10.9 | 7.5 | -8.6 | 2.4
29 | CC(C)N1C(=O)C2C(c3ccccc3O)NC(C)(C(=O)O)C2C1=O (configuration not stated) | 19.2 | 28.9 | -1.7 | 1.2 | -2.0 | -16.9 | 3.9 | 16.6 | -0.9 | 6.7 | -0.7
30 | COc1cccc(OC)c1C(=O)Nc1ccccc1C(=O)N1CCCCCC1 | -3.2 | -11.7 | 14.5 | -5.6 | -3.0 | 5.9 | 14.1 | nt | 7.1 | 0.7 | 0.7
31 | Cc1ccc(C(=O)Nc2ccc(N3CCN(C)CC3)cc2)cc1C | -2.2 | -98.2 | -1.4 | 5.1 | -4.8 | -5.2 | -43.2 | 21.5 | -70.9 | -14.2 | 0.7
32 | C[C@H]1CN([C@@H](C)CO)C(=O)CCCn2nncc2CO[C@@H]1CN(C)Cc1ccccc1C(F)(F)F | -5.8 | 5.1 | 11.6 | 4.7 | nt | 6.4 | 5.7 | -0.1 | -22.3 | 4.6 | nt
33 | O=C(c1ccco1)N1CCN(Cc2ccc(F)cc2)CC1 | -4.5 | -4.8 | 2.1 | -11.3 | 6.5 | -2.6 | 16.0 | -4.2 | 0.6 | 7.6 | 1.5
34 | CCCC(C)NC(=O)Cc1ccc(Br)cc1 (configuration not stated) | -14.7 | -39.1 | 1.4 | -8.9 | 2.4 | -2.9 | -0.9 | 0.9 | -13.4 | 0.5 | -1.4
35 | O=C(Cc1ccccc1)N1CCCC1c1ccccc1 (configuration not stated) | -5.2 | -10.8 | -1.7 | 3.4 | -5.1 | 1.6 | 2.0 | -0.8 | 14.1 | -8.3 | 0.2
36 | COc1ccc(C(=O)C2CCCN(Cc3c[nH]c4ccccc34)C2)c(OC)c1 (configuration not stated) | -1.2 | -1.5 | -7.3 | -2.4 | 6.2 | 10.6 | 12.1 | -6.6 | 4.8 | -0.1 | 1.9
37 | Cc1ccc(C2CC(c3ccccc3)=NN2c2ccc(S(N)(=O)=O)cc2)cc1 (configuration not stated) | -6.1 | -9.6 | -1.3 | 29.5 | nt | 24.4 | 0.9 | nt | 11.7 | 10.0 | nt

Three of the entries above in order of the CaV13 FRET inh value, descending.
| no. | SMILES | CaV13 FRET inh |
| --- | --- | --- |
| 20 | COc1cc2c(cc1OC)CN(C(=O)COc1ccc(C#N)cc1)CC2 | -1.7 |
| 17 | CC(C)c1ccc(NS(=O)(=O)c2ccc(Cl)nc2)cc1 | -5.6 |
| 8 | CC(CCc1ccco1)NC(=O)Cn1ncc2c1-c1ccccc1OC2 (configuration not stated) | -6.7 |

Down the list, as entered above.
Nos. 9 to 16 in Shn3 inh set2 read -1.1, -13.8, 13.4, 9.8, 3.8, -6.0, 9.5, 11.6
